MazEF act: MazEF (E. coli) toxin RNase activation | P0AE70 | FAM/BHQ RNA-DNA oligo cleavage fluorescence, 5 h | activation, % at 20 µM | hit rate 0.32% among 350,000 | AID 504720; in the data active = activation above about 50%
Target sequence (P0AE70 whole entry, looked up): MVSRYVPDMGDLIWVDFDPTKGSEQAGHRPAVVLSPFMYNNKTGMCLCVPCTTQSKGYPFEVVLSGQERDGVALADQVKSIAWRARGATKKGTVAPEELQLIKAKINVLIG
BioA inh: BioA (M. tuberculosis) enzyme inhibition | purified M. tuberculosis BioA enzyme, plate reader | AID 602481 | inhibition, % at 9.99 µM | hit rate 0.096% among 360,000; in the data active = inhibition above about 40%; inconclusive = no clear call, values can overlap the other calls
CCHFV vOTU inh: blocks the CCHF virus ovarian tumor domain protease; inhibition, % at 11.5 µM; CCHFV vOTU protease, Pep-AMC fluorescence; hit rate 0.55% among 370,000; AID 651958; also: 0% = vehicle wells with enzyme and 100% = no enzyme wells
DUSP3 inh: blocks human VHR1 dual specificity phosphatase; P51452; recombinant VHR phosphatase, pNPP absorbance; inhibition, % at 13.3 µM; hit rate 0.52% among 290,000; in the data active = inhibition above about 50%; also: some compounds called inactive have numbers as strong as hits
Target sequence (P51452 whole entry, looked up): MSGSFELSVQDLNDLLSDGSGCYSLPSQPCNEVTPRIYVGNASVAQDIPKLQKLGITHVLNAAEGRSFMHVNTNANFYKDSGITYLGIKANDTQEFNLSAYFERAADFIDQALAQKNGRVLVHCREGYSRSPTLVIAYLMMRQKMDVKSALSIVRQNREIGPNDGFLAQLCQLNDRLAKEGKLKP
FadD28 FP inh: M. tuberculosis FadD28 bisubstrate binding inhibition; FadD28 bisubstrate probe binding, fluorescence polarization; hit rate 0.22% among 360,000; inhibition, % at 12.5 µM; AID 588549; in the data active = inhibition above about 8.5%, passing the limit was not always enough; inconclusive = no clear call, values can overlap the other calls
Rv3671c protease: inhibits the M. tuberculosis serine protease Rv3671c. P9WHR9. inhibition, % at 5.96 µM. hit rate 0.048% among 320,000. AID 2606; in the data active = inhibition above about 38%;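 also: extracellular domain of Rv3671c used as enzyme; 0% = enzyme with DMSO and 100% = no enzyme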
Mtb FBA inh: inhibitors of M. tuberculosis fructose-bisphosphate aldolase; purified M. tuberculosis FBA, fluorescence read-out; hit rate 2.3% among 360,000; inhibition, % at 1 µM; in the data active = inhibition above about 27%;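 also: 0% = vehicle and 100% = reference inhibitor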
Target sequence (P9WQA3 whole entry, looked up): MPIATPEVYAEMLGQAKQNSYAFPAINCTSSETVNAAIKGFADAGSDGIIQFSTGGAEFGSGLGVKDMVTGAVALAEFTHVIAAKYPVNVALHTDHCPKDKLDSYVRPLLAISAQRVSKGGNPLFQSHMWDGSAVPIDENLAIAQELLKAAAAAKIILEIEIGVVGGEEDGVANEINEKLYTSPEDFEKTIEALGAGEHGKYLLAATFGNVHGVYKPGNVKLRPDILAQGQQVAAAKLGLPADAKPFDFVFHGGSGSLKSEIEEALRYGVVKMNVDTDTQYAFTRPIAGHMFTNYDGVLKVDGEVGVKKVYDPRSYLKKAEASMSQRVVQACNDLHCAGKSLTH
Mtb UGM inh: inhibitors of M. tuberculosis UDP-galactopyranose mutase; purified UGM, fluorescence polarization probe displacement; inhibition, % at 10 µM; hit rate 0.06% among 320,000; in the data active = inhibition above about 10%, passing the limit was not always enough; inconclusive = no clear call, values can overlap the other calls
BoNT F protease: inhibitors of Botulinum neurotoxin F light chain protease; Multiplex microsphere protease cleavage assay, flow cytometry; inhibition, % at 10 µM; hit rate 0.22% among 360,000; in the data active = inhibition above about 35%, passing the limit was not always enough; inconclusive = no clear call, values can overlap the other calls; also: plate controls were buffer without enzyme for full effect and enzyme alone for no effect
GDH-TPI inh: inhibits GDH-TPI coupling enzymes, artifact for Mtb FBA screen | GDH-TPI coupled enzyme counterscreen, NADH absorbance | inhibition, % at 4.8 µM | hit rate 1.2% among 360,000;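 also: 0% = DMSO wells and 100% = wells lacking the enzyme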
An asterisk follows results filed as active; ? = inconclusive; · = no result given. Rule as the data show it, unless noted: active = inhibition above about 30%; inactive = the rest.

SMILES	MazEF act	BioA inh	CCHFV vOTU inh	DUSP3 inh	FadD28 FP inh	Rv3671c protease	Mtb FBA inh	Mtb UGM inh	BoNT F protease	GDH-TPI inh
Cc1ccc(C(=O)N2CCN(C(=O)N3CCOCC3)CC2)cc1	13	0.0	21	24	-2.8	1	0	-0.9	-3	-10
CCC1(CC)NC(=O)N(CC(=O)N2N=C(c3ccc(Cl)cc3)CC2c2ccco2)C1=O (configuration not stated)	-7	-4.0	-9	23	-0.2	0	7	0.8	-4	0
Cc1ccc(NC(=O)CCNC(=O)N2C[C@H]3C[C@@H](C2)c2cccc(=O)n2C3)c(C)c1	-8	-0.5	-5	21	-1.0	2	3	-1.1	-4	4
CC(NS(=O)(=O)c1ccccc1)C(=O)NCc1ccco1 (configuration not stated)	-5	-2.0	-2	25	0.4	-10	2	0.8	1	7
N#C/C(=C\c1cn(Cc2ccc(F)cc2)c2ccccc12)C(=O)NCc1ccco1	5	-2.4	5	-6	-2.2	-7	-4	1.9	1	14
CCOC(=O)CCc1c(C)nc2c(c(C)nn2-c2ccc(C)cc2)c1C	2	0.9	-9	-9	0.6	1	8	4.2	3	0
COc1ccc(S(=O)(=O)N2CCN(CC(=O)Nc3c(C)n[nH]c3C)CC2)cc1OC	5	·	6	·	-2.1	-9	6	8.7	1	9
O=C(Nc1cccc(F)c1)C1CCCN(S(=O)(=O)c2ccc(-n3cnnn3)cc2)C1 (configuration not stated)	14	-1.5	3	7	·	-14	1	2.3	-2	-7
O=S(=O)(c1ccccc1)N1CCN(Cc2ccccc2)CC1	8	-0.4	9	11	0.4	12	-3	-1.2	8	1
Cc1ccc(-c2cn3cc([N+](=O)[O-])ccc3n2)cc1	3	·	-8	4	1.2	4	1	-1.9	0	13
COc1ccc(-c2csc(NC(=O)[C@H](C)N3C(=O)C4CC=CCC4C3=O)n2)cc1OC (some centres not stated)	8	-1.1	6	·	·	2	-3	2.1	-1	5
Cc1onc(-c2c(F)cccc2Cl)c1C(=O)Nc1c(C)n(C)n(-c2ccccc2)c1=O	1	-1.2	-2	5	-4.3	3	-3	-0.9	1	8
CCCC(=O)Nc1cccc(NC(=O)c2cccc([N+](=O)[O-])c2C)c1	9	·	-18	-5	-0.8	-11	-1	3.0	-4	11
COc1ccc(CCN(Cc2cc3cc(C)ccc3[nH]c2=O)C(C)=O)cc1OC	-2	·	7	20	-2.6	1	-3	0.0	-4	7
Cn1ncc(N=Cc2c(O)ccc3ccccc23)c1C(=O)Nc1cccc(Cl)c1	360*	·	4	-7	0.1	-8	2	-0.1	-1	7
CC1(C)NC(=O)N(CCOc2cccc(Oc3ccccc3)c2)C1=O	5	1.4	12	4	-3.7	-4	2	1.3	-3	1
COC(=O)c1cc(S(=O)(=O)NCCc2ccccc2)c[nH]1	7	0.9	-8	6	-3.1	5	-1	5.3	-3	4
Cc1nc(NCCC(C)C)c2nnn(Cc3ccccc3)c2n1	1	2.2	15	15	-0.5	3	2	2.0	-4	3
Cc1nn(-c2ccccc2)c(Cl)c1/C=N/Nc1ccc(Cl)c(C(=O)O)c1	-12	·	18	-8	5.6	3	1	0.7	23	30
N=C1/C(=C\c2ccc(SCc3ccco3)o2)C(=O)N=C2SC=NN12	-93	-3.4	12	13	2.7	-102	-5	-4.8	-26	24
Cc1c(Cl)cccc1NC(=S)NCc1ccc(F)cc1	2	-1.8	6	-28	0.4	-10	1	-0.9	?	11
CC1(C(=O)OCC(=O)Nc2ccc3ccccc3c2)CC1(Cl)Cl (configuration not stated)	0	0.5	-6	2	-2.0	-8	0	-0.3	-8	6
COc1ccc(NC(=O)CSc2nc3ccccc3c(=O)n2-c2ccc3c(c2)OCO3)c(OC)c1	0	-5.3	-5	19	-0.2	1	1	0.4	3	23
O=C(O)CNC(=S)N(Cc1ccccc1)Cc1ccccc1F	-2	·	6	-6	-2.0	-2	-3	2.0	-7	-7
Cc1csc(NC(=O)Cc2coc3cc(C)c(C(C)C)cc23)n1	-9	·	10	32	-2.5	-4	-4	-2.5	6	-6
Cn1ncc(C#N)c1/N=C/N1CCCCCC1	3	0.0	-9	14	-4.6	5	-1	-2.2	5	-9
Fc1ccc(-c2cc(-c3nnc4n3CCCCC4)c3ccccc3n2)cc1	0	0.5	-7	27	-0.4	6	3	1.3	-2	7
O=c1c2ccccc2ncn1-c1ccc(Cl)cc1[N+](=O)[O-]	-3	·	8	11	0.6	16	-2	-1.5	-5	6
Cn1nc(C(C)(C)C)cc1NC(=O)C1(C)CCN1C(=O)CCc1ccccc1 (configuration not stated)	·	2.5	-1	·	-1.8	·	0	·	3	17
Cc1ccc(CNS(=O)(=O)c2ccc(CN3C(=O)c4cccnc4C3=O)s2)o1	7	-2.0	-1	7	-3.1	0	-4	0.0	4	-4
CCOc1cccc(-c2cc(C(=O)Nc3ccon3)c3ccccc3n2)c1	5	2.4	-5	36	-4.0	-17	2	2.3	-4	13
CN(C)Cc1cc2ccccc2c2c1COC2	-7	0.4	-5	-4	-2.7	-5	1	0.0	?	-3
O=c1[nH]c(C2CCCN(S(=O)(=O)c3ccccc3)C2)nc2c1nnn2Cc1ccccc1 (configuration not stated)	-13	·	-5	4	-8.1	2	-2	1.6	2	-12
O=C(NCC1CCCN(C(=O)c2cccc(C(F)(F)F)c2)C1)c1ccc(F)cc1 (configuration not stated)	-1	-0.9	-1	-20	-0.3	-1	2	0.9	-4	1
CN(Cc1ccccc1)S(=O)(=O)c1ccc(NS(C)(=O)=O)cc1	1	0.3	7	-5	-1.0	0	1	-2.7	-27	-5
CCc1ccc(-c2cn(-c3nc(C)cc(C)n3)c(=N)o2)cc1	-9	1.3	11	10	2.0	1	-2	1.4	-3	-3
COc1ccc(C(=O)NCc2ccncc2)cc1OC	6	·	3	22	0.6	-5	1	-2.8	1	-4
O=C(Nc1ccc2c(c1)OCO2)C1CC(c2ccccc2O)=NO1 (configuration not stated)	12	3.2	-14	-28	-1.0	0	0	-1.7	-32	-7
NC(=O)C1=C[C@@H](c2ccc3c(c2)OCO3)C[C@@H](OCCCCO)O1	9	-0.1	-6	·	-2.8	1	2	0.2	1	-4
COc1ccc(C(O)C(C)NC(C)C(O)c2ccc(OC)cc2)cc1 (configuration not stated)	5	0.8	-15	·	-2.6	-3	3	2.7	?	10
COCCCn1c(SCc2cccc(C(F)(F)F)c2)nc2cc(OC)c(OC)cc2c1=N	-18	-1.9	7	5	0.4	7	0	1.1	-6	6
CC(C)N(CC#CC(O)(c1ccccc1)c1ccccc1)C(C)C	7	·	-13	37	-2.2	3	-3	-0.3	?	-10
CCOC(=O)c1c(C)[nH]c(C)c1S(=O)(=O)N(C)CC(=O)NCc1cccc(Br)c1	1	1.7	0	-4	-3.5	11	0	-2.5	6	4
CN(C)S(=O)(=O)c1ccc(NC(=O)CN2CCC(Cc3ccccc3)CC2)cc1	-2	-1.5	-6	18	-3.4	-8	1	1.1	0	-8
O=c1c(O)c(-c2ccc(O)c(O)c2)oc2cc(O)cc(O)c12	7	-4.1	32*	13	7.0	-46	5	-3.3	-3	10
CCOC(=O)c1sc2nc(N3CCOCC3)c3c(c2c1N)CC(C(C)C)OC3 (configuration not stated)	9	·	-8	4	0.4	-10	2	0.7	-1	9
CC[C@]12c3[nH]c4cc(CCC(=O)N(C)C)ccc4c3CCN1C(=O)[C@@H](CC(=O)NCC13CC4CC(CC(C4)C1)C3)C[C@@H]2C(=O)N1CCN(C(=O)c2ccco2)CC1	11	-1.7	8	·	-2.9	·	-1	·	1	5
NC(=O)C(Cc1ccccc1)N1C(=O)c2ccccc2C1=O (configuration not stated)	-8	-4.1	2	13	-1.9	-7	2	-3.9	-6	-6
CCc1ccc(NC(=O)C(=O)NCc2ccccn2)cc1	-8	·	-15	24	-1.9	-5	4	-1.4	1	-1
COc1ccccc1C(=O)N1CC2(C)CC1CC(C)(C)C2 (configuration not stated)	1	1.8	3	-5	-1.0	1	2	-1.0	0	2

Further entries follow.
SMILES	MazEF act	BioA inh	CCHFV vOTU inh	DUSP3 inh	FadD28 FP inh	Rv3671c protease	Mtb FBA inh	Mtb UGM inh	BoNT F protease	GDH-TPI inh
COc1ccc(Cn2c(CCC(=O)O)nc3cccnc32)cc1	4	-0.2	3	19	-1.8	6	1	-0.1	-3	-7
COC(=O)N/N=C(\C)c1ccco1	11	·	-9	-6	-1.4	6	0	0.2	5	-1
COc1cccc(C2=CC(=O)C[C@H](c3ccc(OC)c(OC)c3)C2)c1	0	3.7	-7	·	-5.1	-1	-5	-3.8	-5	5
O=C(c1ccc(N2CCOCC2)c([N+](=O)[O-])c1)N1CCN(c2ccccc2F)CC1	4	-1.1	9	·	-1.6	3	-1	-1.2	1	10
CC(C)(C)OC(=O)C[C@@H]1C/C=C\C[C@@H](CC(=O)N(CCO)Cc2ccccc2)C(=O)N2CCC[C@H]2COC1=O	2	0.1	11	·	-3.7	-1	2	·	7	-7
Cc1ccc(CN2CCN(Cc3ccc4ncccc4c3)CC2CCO)cc1 (configuration not stated)	19	10	14	4	1.2	-3	-3	4.3	7	-1
CNc1nc(C)c(C#N)c(-c2ccccc2)c1C(C)=O	-13	-0.3	17	22	-1.5	-5	2	-1.9	-15	21
Cc1c(NC(=O)CSc2ccc(Cl)cc2)cccc1-c1nc2ncccc2o1	-2	-0.6	3	36	-2.4	-1	2	-0.9	1	5
O=C(Nc1ccccc1)OC1CCCCc2cccnc21 (configuration not stated)	3	3.0	4	0	-1.4	5	3	0.7	?	1
CC(=O)OC1N=C(c2ccccc2)c2ccccc2NC1=O (configuration not stated)	9	1.0	-5	13	-0.5	5	1	0.6	-4	-11
CC(=O)c1sc(NC(=O)c2ccc(Cl)cc2)nc1C	-4	·	11	5	-0.3	4	-2	2.0	0	9
C[C@]12C=CC(=O)C=C1CC[C@@H]1[C@@H]2CC[C@]2(C)C(=O)CC[C@@H]12	1	7.0	0	·	-0.8	·	4	·	-8	5
CN(C)c1nc(C(=O)OCCO)nc(N(C)C)n1	2	-0.5	1	9	-3.3	0	-1	-0.2	-4	6
COc1ccc(/C=C/C(=O)Nc2cc(S(=O)(=O)N3CCCCC3)ccc2N2CCCCC2)cc1OC	-7	4.7	2	-1	0.0	-6	1	1.2	12	11
Cc1cc(C(F)F)nn1CC(=O)NC1C(=O)N2C(C(=O)O)=C(CSc3nnnn3C)CSC12 (configuration not stated)	3	·	14	7	-1.2	-6	-1	-1.6	-1	-3
O=[N+]([O-])c1cc(C(F)(F)F)ccc1NCCc1c[nH]c2ccccc12	7	·	2	-13	0.4	2	-7	-0.2	-6	4
